Screening results: PubChem, several laboratories
OX1R FRET antag: antagonists of human orexin 1 receptor (OX1R). inhibition, % at 6.6 µM. OX1R-expressing cells, FRET antagonist read-out. 330,000 tested, 1.8% active; in the data active = inhibition mostly above about 38%, no sharp cut-off; inactive = mostly below about 40%;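 also: 0% = agonist challenge alone and 100% = reference antagonist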
Target sequence (O43613 whole entry, looked up): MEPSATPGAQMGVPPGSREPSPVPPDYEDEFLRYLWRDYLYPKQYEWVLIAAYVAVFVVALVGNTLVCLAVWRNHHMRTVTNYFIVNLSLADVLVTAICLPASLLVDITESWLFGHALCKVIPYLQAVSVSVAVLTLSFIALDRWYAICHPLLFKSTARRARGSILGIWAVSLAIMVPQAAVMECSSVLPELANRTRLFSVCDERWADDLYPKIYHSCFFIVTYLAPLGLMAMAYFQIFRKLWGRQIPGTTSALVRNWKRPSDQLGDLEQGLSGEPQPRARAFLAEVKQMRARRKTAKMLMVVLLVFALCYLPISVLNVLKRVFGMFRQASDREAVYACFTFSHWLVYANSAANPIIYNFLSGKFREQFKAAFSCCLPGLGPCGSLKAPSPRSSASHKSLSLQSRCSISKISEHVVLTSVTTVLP
STK33 inh: blocks human STK33 kinase activity; purified STK33, MBP phosphorylation, ADP-Glo luminescence; Q9BYT3; inhibition, % at 10 µM; 320,000 tested, 0.073% active; AID 2661;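 active = inhibition at or above 25%, using the most active replicate where run in duplicate; inactive = inhibition below 25%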
Target sequence (Q9BYT3 whole entry, looked up): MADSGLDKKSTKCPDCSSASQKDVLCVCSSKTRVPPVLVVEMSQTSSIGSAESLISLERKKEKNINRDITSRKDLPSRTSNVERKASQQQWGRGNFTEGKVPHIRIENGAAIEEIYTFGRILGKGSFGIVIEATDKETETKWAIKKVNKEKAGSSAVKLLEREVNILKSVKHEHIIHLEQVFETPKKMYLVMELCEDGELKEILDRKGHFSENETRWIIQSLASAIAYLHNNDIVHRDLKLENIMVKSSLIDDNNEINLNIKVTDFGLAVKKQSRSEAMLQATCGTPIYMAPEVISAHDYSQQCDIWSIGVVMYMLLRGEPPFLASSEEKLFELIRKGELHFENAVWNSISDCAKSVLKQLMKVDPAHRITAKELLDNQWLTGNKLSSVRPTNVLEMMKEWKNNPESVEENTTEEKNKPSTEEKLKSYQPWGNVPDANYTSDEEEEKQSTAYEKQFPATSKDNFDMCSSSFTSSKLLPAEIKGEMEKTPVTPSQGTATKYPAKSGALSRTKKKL
KCNQ2 inh: KCNQ2 channel blockers in CHO-K1 cells – cell-based, FluxOR thallium flux, B-score, primary screen (AID 2156). 20 min; active compounds read low. 310,000 tested, 1.1% active. O88943. B-score at 10 µM;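 active = fluorescence ratio B-score at most minus 3 library SDs, with starting brightness B-score within 2 library SDs, cut at about -5.5 in these data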
* hit, by the source's call; i = inactive; . = no result given. This is a subset; count on the stated rates, not on these rows.

SMILES | OX1R FRET antag | STK33 inh | KCNQ2 inh
O=P(NCc1ccccc1)(Oc1ccccc1)Oc1ccccc1 | 25 | 0.9 | -6.9*
Cc1ccsc1C(=O)C1CCCN(Cc2cnc(N3CCCC3)s2)C1 (stereo unspecified) | 15 | -0.4 | i
Cc1sc2c(c1C)C(c1cccs1)=NCC(=O)N2CC(=O)NCc1cccs1 | 24 | -2.0 | i
N#CC1(c2ccccc2)CCN(C2CC(=O)N(c3ccc(F)cc3)C2=O)CC1 (stereo unspecified) | 8 | -1.4 | i
COc1cc(OC)c(OC)cc1/C=C1/C(=O)NC(=O)N(Cc2ccccc2)C1=O | 5 | -1.4 | i
CN(C)C(=O)Oc1ccc2c(c1)O/C(=C\c1ccccc1)C2=O | 15 | -0.3 | i
CC(Cc1ccsc1)NCc1cn[nH]c1-c1ccc(F)cc1F (stereo unspecified) | 12 | -1.5 | i
CCCCCCC(=O)c1c(O)n(-c2ccccc2OC)c(=O)[nH]c1=O | 17 | -2.6 | i
CN1CCN(C(=O)COc2ccc(S(=O)(=O)N(C)Cc3ccccc3)cc2)CC1 | 13 | 0.0 | i
CC(=O)c1ccc(OC(NC(=O)Cc2ccccc2)C(Cl)(Cl)Cl)cc1 (stereo unspecified) | 11 | 0.5 | i
CCCCCCC(=O)c1c(O)n(-c2ccccc2OC)c(=O)[nH]c1=O (tested in a mixture with another compound) | 5 | -0.6 | i
CC1CCCCC1NC1CCN(C)CC1 (stereo unspecified) | 3 | -0.8 | i
CCCCn1c(O)c(C(CC)=Nc2ccc(C(=O)O)cc2)c(=O)[nH]c1=O | 18 | -0.4 | i
CCNC(=S)NCCC1=c2ccccc2=N/C1=C\c1c(O)n(C)c(=O)n(C)c1=O | 12 | 0.7 | i
COC(=O)C1=C(c2ccc(OCc3ccccc3)cc2)C[C@@H]2CC[C@H]1N2C(=O)NCCCc1ccccc1 | 8 | -0.9 | .
COC(=O)C1=C(c2ccc(F)cc2OCc2ccccc2)C[C@@H]2CC[C@H]1N2C(=O)NCc1ccccc1 | 26 | 1.1 | .
COCCCn1c(N)c(C(=O)NCc2ccco2)c2nc3ccccc3nc21 | 40 | 0.0 | i
CCOC(=O)c1ccc(NC(=O)N2CC3CC(C2)c2cccc(=O)n2C3)cc1 (stereo unspecified) | 6 | 0.2 | i
CCOC(=O)c1ccc(N=Cc2c(O)n(-c3ccccc3F)c(=S)[nH]c2=O)cc1 | 13 | -1.4 | i
O=C(NC1CONC1=O)OCC(Cl)(Cl)Cl (stereo unspecified) | 7 | -1.7 | i
CNC(=S)N1CCn2cccc2C1c1cccnc1 (stereo unspecified) | 7 | -4.8 | i
CCN(CC)C(=O)c1ccc(NC(=O)Cn2nc(C)c3ccccc3c2=O)cc1 | 7 | -1.9 | i
COc1ccc(CNCCc2ccc(Cl)cc2)c(OC)c1OC | 11 | 0.0 | i
CC1CC(OP(O)(=S)c2ccc(N(C)C)cc2NC(=O)c2cccs2)CC(C)(C)C1 (stereo unspecified) | 7 | -2.5 | i
C[N+]1(C)[C@@H]2CC[C@H]1CC(OC(=O)C(CO)c1ccccc1)C2 (stereo partly specified) | 12 | -1.8 | i

As a short view, part of the list above:
SMILES | OX1R FRET antag | STK33 inh | KCNQ2 inh
COc1ccc(CNCCc2ccc(Cl)cc2)c(OC)c1OC | 11 | 0.0 | i
CC1CC(OP(O)(=S)c2ccc(N(C)C)cc2NC(=O)c2cccs2)CC(C)(C)C1 (stereo unspecified) | 7 | -2.5 | i
C[N+]1(C)[C@@H]2CC[C@H]1CC(OC(=O)C(CO)c1ccccc1)C2 (stereo partly specified) | 12 | -1.8 | i

Continuation.
SMILES | OX1R FRET antag | STK33 inh | KCNQ2 inh
CC(Cc1cccs1)NCc1ccc(Cl)cc1 (stereo unspecified) | -2 | -1.5 | i
COc1ccc(N2C(=O)/C(=C/c3cccs3)C(=O)NC2=S)cc1 | 15 | -0.1 | i
COC(=O)C1=C(c2ccc(F)cc2OCc2ccccc2)C[C@@H]2CC[C@H]1N2C(=O)NCc1ccc(OC)cc1 | 10 | -1.4 | .
C=CCn1c(O)c(C(CC)=Nc2ccc3c(c2)CCC3)c(=O)[nH]c1=O | 9 | -1.2 | i
N#CC(C#N)=Cc1cccnc1 | 7 | 1.0 | i
COc1ccc(C2N(c3cc(C)on3)C(=O)C3CCCN32)cc1 (stereo unspecified) | 4 | -0.2 | i
CCCCCCOc1ccc(CN2CCN(CCO)CC2)cc1 | 3 | 0.8 | i
c1ccc(-c2[nH]c(-c3ccccc3)[n+](CC3CO3)c2-c2ccccc2)cc1 (stereo unspecified) | 11 | -1.4 | i
CC12CN3CC(C)(CN(C1)C3c1ccncc1)C2=O (stereo unspecified) | 14 | -0.1 | i
O=C(CCC(=O)N1CCOc2ccc(Cl)cc21)N1CCC2(CC1)OCCO2 | -6 | -0.5 | i
Cc1ccccc1N | 8 | 1.0 | .
CCN(CC)c1ccc(/C=C2\C(=O)NC(=O)N(Cc3ccco3)C2=O)cc1 | 9 | 0.0 | i
C[n+]1c(-c2ccccc2)cc(CCCCc2cc(-c3ccccc3)[n+](C)c(-c3ccccc3)c2)cc1-c1ccccc1 | 32 | -0.9 | i
O=C(NCc1cccnc1)Nc1ccccc1Cl | 22 | -1.4 | i
N#CC(C#N)=Cc1ccc(N2CCOCC2)cc1 | 13 | -0.4 | i
CCc1c(-c2ccccc2)nc2ccccc2c1C(=O)N1CCC2(CC1)OCCO2 | 3 | 1.2 | i
CCN1C[C@]2(COC)CC[C@H](OC)[C@@]34C1[C@]1(OCO[C@@]15C[C@H](OC)[C@H]1C[C@@H]3[C@@H]5[C@H]1OC)[C@@H](O)[C@H]24 | 17 | -2.8 | .
CC(=O)OC1CC[C@]2(C#N)[C@H]3CC[C@]4(C)[C@H](C5C=CC(=O)O5)CCC4(O)C3CCC2(O)C1 (stereo partly specified) | 5 | -0.2 | i
CCc1ccc(N2C(=O)NC(=O)/C(=C/c3cccn3CCOc3ccc(C(C)CC)cc3)C2=O)cc1 (stereo unspecified) | 13 | -1.4 | i
C=CC1CN2CCC1CC2[C@@H](OC(=O)c1ccc(OC)cc1)c1ccnc2ccccc12 (stereo partly specified) | 12 | 1.5 | i
CCn1c(O)c(C=NCCc2c[nH]c3ccccc23)c(=O)[nH]c1=O | 2 | -2.3 | i
Cc1ccc2nc(N3CCC(C(=O)N4CCC5(CC4)OCCO5)CC3)sc2c1 | 5 | 0.0 | i
CN1CCc2nc3sc(C(=O)NC(C)(C)C)c(N)c3cc2C1 | 42 | -1.6 | i
C1=C(c2ccccc2)CCNC1 | 1 | -0.9 | i
COCCN(C(=O)COC(=O)Cc1ccccc1)c1c(N)n(Cc2ccccc2)c(=O)[nH]c1=O | 10 | -0.5 | i
SMILES | OX1R FRET antag | STK33 inh | KCNQ2 inh
CN1CC(C(=O)c2ccc(Cl)cc2)C(c2ccccc2F)C1 (stereo unspecified) | 4 | . | i
Cc1cc(=O)n(-c2ccccc2)n1-c1ccccc1 | 3 | -2.6 | i
CCOP(=O)(OCC)C(NC(=O)c1ccc(C)cc1)C(Cl)(Cl)Cl (stereo unspecified) | 18 | -0.1 | i
CC1=[N+]([O-])C2(N)CCc3nonc3C2(O)C1 (stereo unspecified) | 11 | -1.5 | i
CCN(CC)c1ccc(/C=C/[N+](=O)[O-])cc1 | 48 | -1.0 | -8.8*
c1ccc(CCN2CCC(N3CCN(c4ccccc4)CC3)CC2)cc1 | 6 | -1.1 | i
CNC(=O)Oc1ccc(N(C)C)cc1C(C)C | -1 | -0.7 | i
N#Cc1ccccc1Cn1cc(C(=O)c2ccco2)c2ccccc21 | 17 | 0.3 | i
CC(C)[N+](C)(CCC(C(N)=O)(c1ccccc1)c1ccccc1)C(C)C | 2 | -0.3 | i
CCN(CC)C(=O)c1ccc(NC(=O)c2ccc(-c3nn(C)c(=O)c4ccccc34)cc2)cc1 | 27 | -1.1 | i
CCOC(=O)c1c(C)n(C(C)C)c2ccc(OC)cc12 | 12 | -0.4 | i
CC(C)CCOP(N)(=O)Oc1ccccc1Cl (stereo unspecified) | 21 | -1.2 | i
CNC(=S)N1CCN(CCN=Cc2c(O)n(-c3ccc(C)cc3)c(=S)[nH]c2=O)CC1 | 4 | 0.0 | i
Clc1cccc(C2NCCc3[nH]cnc32)c1 (stereo unspecified) | 1 | -0.3 | i
CCOc1cc(CNCCc2c[nH]c3ccccc23)cc(Cl)c1OCC | 7 | 0.0 | i
COC(=O)C1=C(c2ccc(F)cc2OCc2ccccc2)C[C@@H]2CC[C@H]1N2C(=O)NCc1ccco1 | 7 | -2.6 | .
Cc1cc(OCCN2CC2)c2ccccc2n1 | 5 | -1.3 | i
COc1cccc(CN2CCN(Cc3cccc(F)c3)CC2)c1 | 5 | -1.6 | i
Cc1ccccc1CN1CCN(c2ccc(Cl)cc2)CC1 | 15 | . | i
CCOc1ccc(-n2c(CC)nc3ccccc3c2=O)cc1 | 3 | 1.1 | i
COc1ccc(Oc2cc(NC(=O)c3nn(C)cc3[N+](=O)[O-])cc([N+](=O)[O-])c2)cc1 | 13 | -3.2 | i
CN(C)c1ccc(/C=C2\CC3C4CC=C5CC(O)CCC5(C)C4CCC3(C)C2=O)cc1 (stereo unspecified) | 22 | -1.2 | i
CN1CCCN(C(=O)COc2ccc(F)cc2Cl)CC1 | 23 | -2.9 | i
Cc1cc(OCC(=O)NCc2cccnc2)c2c3c(c(=O)oc2c1)CCCC3 | 12 | 1.1 | i
O=C1/C(=C\c2ccc([N+](=O)[O-])cc2)N2CCC1CC2 | 35 | -0.2 | i

20 successive compounds out of the list so far, for reference:
SMILES | OX1R FRET antag | STK33 inh | KCNQ2 inh
O=P(NCc1ccccc1)(Oc1ccccc1)Oc1ccccc1 | 25 | 0.9 | -6.9*
Cc1ccsc1C(=O)C1CCCN(Cc2cnc(N3CCCC3)s2)C1 (stereo unspecified) | 15 | -0.4 | i
Cc1sc2c(c1C)C(c1cccs1)=NCC(=O)N2CC(=O)NCc1cccs1 | 24 | -2.0 | i
N#CC1(c2ccccc2)CCN(C2CC(=O)N(c3ccc(F)cc3)C2=O)CC1 (stereo unspecified) | 8 | -1.4 | i
COc1cc(OC)c(OC)cc1/C=C1/C(=O)NC(=O)N(Cc2ccccc2)C1=O | 5 | -1.4 | i
CN(C)C(=O)Oc1ccc2c(c1)O/C(=C\c1ccccc1)C2=O | 15 | -0.3 | i
CC(Cc1ccsc1)NCc1cn[nH]c1-c1ccc(F)cc1F (stereo unspecified) | 12 | -1.5 | i
CCCCCCC(=O)c1c(O)n(-c2ccccc2OC)c(=O)[nH]c1=O | 17 | -2.6 | i
CN1CCN(C(=O)COc2ccc(S(=O)(=O)N(C)Cc3ccccc3)cc2)CC1 | 13 | 0.0 | i
CC(=O)c1ccc(OC(NC(=O)Cc2ccccc2)C(Cl)(Cl)Cl)cc1 (stereo unspecified) | 11 | 0.5 | i
CCCCCCC(=O)c1c(O)n(-c2ccccc2OC)c(=O)[nH]c1=O (tested in a mixture with another compound) | 5 | -0.6 | i
CC1CCCCC1NC1CCN(C)CC1 (stereo unspecified) | 3 | -0.8 | i
CCCCn1c(O)c(C(CC)=Nc2ccc(C(=O)O)cc2)c(=O)[nH]c1=O | 18 | -0.4 | i
CCNC(=S)NCCC1=c2ccccc2=N/C1=C\c1c(O)n(C)c(=O)n(C)c1=O | 12 | 0.7 | i
COC(=O)C1=C(c2ccc(OCc3ccccc3)cc2)C[C@@H]2CC[C@H]1N2C(=O)NCCCc1ccccc1 | 8 | -0.9 | .
COC(=O)C1=C(c2ccc(F)cc2OCc2ccccc2)C[C@@H]2CC[C@H]1N2C(=O)NCc1ccccc1 | 26 | 1.1 | .
COCCCn1c(N)c(C(=O)NCc2ccco2)c2nc3ccccc3nc21 | 40 | 0.0 | i
CCOC(=O)c1ccc(NC(=O)N2CC3CC(C2)c2cccc(=O)n2C3)cc1 (stereo unspecified) | 6 | 0.2 | i
CCOC(=O)c1ccc(N=Cc2c(O)n(-c3ccccc3F)c(=S)[nH]c2=O)cc1 | 13 | -1.4 | i
O=C(NC1CONC1=O)OCC(Cl)(Cl)Cl (stereo unspecified) | 7 | -1.7 | i

Continued.
SMILES | OX1R FRET antag | STK33 inh | KCNQ2 inh
CC(=O)N1N=C2C3CCN(CC3)C2C1c1ccc(F)cc1 (stereo unspecified) | 20 | -1.0 | i
Cc1ccccc1CCNCc1cc2cccc(C)c2[nH]c1=O | 8 | -1.0 | i
O=C(N/N=C/c1c(O)n(-c2ccccc2)c(=O)[nH]c1=O)c1ccncc1 | 20 | 0.9 | i
COc1cc2c3cc1Oc1cc(ccc1O)C[C@@H]1c4c(cc(OC)c(O)c4Oc4cccc(c4)C[C@@H]3N(C)CC2)CC[N+]1(C)C | 13 | -0.1 | .
COCCN1C(=O)NC(=O)/C(=C\c2ccc(F)cc2)C1=O | 26 | -2.1 | i
Cc1ccc(NC(=O)c2cc(-c3ccccc3)n(CCCN3CCOCC3)c2C)cc1 | 15 | -3.0 | i
O=C1C2C3CCC(O3)C2C(=O)N1c1cccc(F)c1 (stereo unspecified) | 10 | 0.1 | i
O=[As](O)(O)c1ccc(N=Nc2ccc(O)cc2)cc1 | . | -2.4 | i
CC(C)(C)N(NC(=O)c1ccccc1)C(=O)c1ccccc1 | 5 | -0.5 | i
NC(N)=N/N=C/c1ccc(N2CCOCC2)cc1 | 11 | -0.8 | i
COc1cc(C(CN)CC(=O)O)ccc1O (stereo unspecified) | -3 | -0.6 | i
